SKN-1 block: blocks SKN-1 activity in C. elegans. C. elegans VP596 Pgst-4::GFP/RFP ratio, acrylamide-induced, 24 h. inhibition, % at 21.8 µM. 360,000 compounds, 0.49% hits;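 active = interference check ratio from 0.5 to 1.5 plus GFP to RFP signal ratio inhibition reaching or exceeding a fixed threshold, cut at about 30% in these data, passing the limit was not always enough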; also: some compounds called inactive have numbers as strong as hits
Neddylation inh: blocks human cullin neddylation; AID 651699; calls only at 25 µM; 360,000 compounds, 0.58% hits; P61081+Q13564; TR-FRET cullin neddylation, biochemical; in the data active = inhibition above about 36%
Target sequence (P61081 whole entry, looked up): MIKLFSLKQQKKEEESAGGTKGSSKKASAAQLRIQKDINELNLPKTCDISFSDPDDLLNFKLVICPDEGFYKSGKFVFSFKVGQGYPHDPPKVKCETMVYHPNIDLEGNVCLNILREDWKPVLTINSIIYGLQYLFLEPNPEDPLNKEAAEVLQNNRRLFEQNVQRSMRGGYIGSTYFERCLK
Target sequence (Q13564 whole entry, looked up): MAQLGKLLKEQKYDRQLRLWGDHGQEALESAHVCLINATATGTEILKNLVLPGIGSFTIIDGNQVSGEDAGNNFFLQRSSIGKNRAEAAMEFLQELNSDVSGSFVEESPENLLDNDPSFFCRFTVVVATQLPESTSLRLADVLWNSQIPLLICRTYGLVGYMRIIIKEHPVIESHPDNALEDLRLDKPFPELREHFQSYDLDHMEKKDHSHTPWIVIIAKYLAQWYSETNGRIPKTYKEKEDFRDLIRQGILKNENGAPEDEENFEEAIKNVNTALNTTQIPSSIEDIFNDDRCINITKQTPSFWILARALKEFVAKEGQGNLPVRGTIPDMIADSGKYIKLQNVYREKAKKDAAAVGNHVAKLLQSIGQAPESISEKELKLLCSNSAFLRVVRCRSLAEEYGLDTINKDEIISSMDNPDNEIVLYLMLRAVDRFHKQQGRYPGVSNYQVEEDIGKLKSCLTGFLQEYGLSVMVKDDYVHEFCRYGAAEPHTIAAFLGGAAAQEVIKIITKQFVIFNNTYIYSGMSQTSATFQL
Rin1 Abl inh: inhibitors of human Rin1-Abl protein interaction. P00519+Q13671. TR-FRET Rin1/Abl binding, biochemical. inhibition, % at 7.35 µM. 360,000 compounds, 0.4% hits. AID 588664; in the data active = inhibition above about 5%, passing the limit was not always enough
Rpn11 block: inhibitors of human proteasome Rpn11; O00487; calls only at 20 µM; human 26S proteasome, Ub4-pepOG fluorescence polarization; 20S core pre-blocked with epoxomicin; AID 588493; 360,000 compounds, 0.59% hits;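 active = inhibition at 20 µM, scaled to each plate's controls, above about 33%, limit read from the data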
MT1-MMP act inh: MT1-MMP (human) activation inhibition; P50281; HT1080 RFP-PRO-GFP cells, GFP/RFP ratio fluorescence, overnight; percent of plate control window, DMSO zero; GFP/RFP ratio change, % at 20 µM; 360,000 compounds, 0.061% hits;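 active = GFP/RFP ratio change of at least 30% with cell ATP level not reduced by more than half and red fluorescence within 50% of control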; also: strong numbers were not always called active
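Compound: 20 µM single dose, 1% DMSO / System: HT1080 RFP-PRO-GFP cells / Controls: DMSO and RFP-L50D-GFP cell wells / Read-out basis: GFP/RFP fluorescence ratio / Schedule: overnight compound exposure at 37 °C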
FAS-TE inh: blocks the thioesterase domain of human fatty acid synthase; P49327; recombinant FAS-TE, OMFH fluorogenic substrate, fluorescence endpoint; inhibition, % at 15 µM; 360,000 compounds, 0.67% hits; AID 602261;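 active = compounds whose normalised, plate-corrected inhibition of enzyme fluorescence in the single-dose primary screen is 50% or more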;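 also: 0% = DMSO with enzyme and 100% = substrate without enzyme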
CSN deneddyl inh: inhibitors of human CSN-mediated cullin deneddylation. AID 651999. inhibition, % at 12.5 µM. Q92905. 360,000 compounds, 0.38% hits. Purified CSN, SCF-Nedd8-OG deneddylation, fluorescence polarization;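 active = pattern-corrected inhibition above about 35%, with an unprinted fluorescence ratio check between 0.5 and 1.5, limit read from the data, passing the limit was not always enough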;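 also: 0% = enzyme with substrate and 100% = substrate without enzyme; some results filed as inactive read as strong as hits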
Target sequence (Q92905 whole entry, looked up, one chain of several): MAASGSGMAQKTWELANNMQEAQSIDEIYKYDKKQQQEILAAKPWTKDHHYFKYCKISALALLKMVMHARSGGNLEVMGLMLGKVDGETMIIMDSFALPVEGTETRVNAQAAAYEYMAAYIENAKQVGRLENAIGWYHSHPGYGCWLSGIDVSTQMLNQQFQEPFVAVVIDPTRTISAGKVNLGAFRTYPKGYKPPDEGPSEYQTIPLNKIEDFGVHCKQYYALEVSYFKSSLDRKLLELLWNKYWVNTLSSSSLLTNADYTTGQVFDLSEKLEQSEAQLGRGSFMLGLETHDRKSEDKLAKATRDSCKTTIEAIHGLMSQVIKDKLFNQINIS
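Assay system: HEK293T-derived human Csn5 enzyme; quantity: 0.24 nM enzyme; medium: Tris/NaCl/DTT buffer, pH 7.5; also added: substrate SCFSkp2-Nedd8OG, 10 nM; doses: 12.5 µM compound; schedule: 90 min reaction at room temperature; signal: FP; read-out: % inhibition of substrate cleavage by Csn5; benchmarks: substrate-only high control, full reaction low control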
MLLE-PAM2 inh: inhibitors of microRNA-mediated deadenylation, human PABP1 MLLE binding. P11940. GST-MLLE / FITC-PAM2 fluorescence polarization. inhibition, % at 20 µM. 360,000 compounds, 0.36% hits. AID 588489; in the data active = inhibition above about 35%, passing the limit was not always enough;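 also: plate controls were DMSO wells with GST-MLLE for no effect and wells lacking GST-MLLE protein for full effect; some results filed as inactive read as strong as hits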
NadD inh: NadD (S. aureus) enzyme inhibition. purified NadD enzyme, colorimetric absorbance read-out. AID 602399. inhibition, % at 20 µM. 360,000 compounds, 0.78% hits; in the data active = inhibition above about 26%; also: some compounds past the cut are filed as inactive
Numbers without * were called inactive; i = inactive; · = no result given; + = active, no number.

SMILES	SKN-1 block	Neddylation inh	Rin1 Abl inh	Rpn11 block	MT1-MMP act inh	FAS-TE inh	CSN deneddyl inh	MLLE-PAM2 inh	NadD inh
COc1ccc(/C=C(/NC(=O)c2cccc([N+](=O)[O-])c2)C(=O)O)cc1	1	i	-3	i	4	0	4	-4	-10
COc1ccc(CC(=O)Nc2cc(Cl)ccc2N2CCCC2)cc1	6	i	2	i	-2	18	0	0	-4
COc1ccc(-c2cn(-c3ccccc3)nc2C(=O)O)cc1OC	24	i	3	i	2	-3	2	-8	-4
CCN(Cc1ccccc1)S(=O)(=O)c1ccc(F)cc1	-21	i	-6	i	4	4	6	0	-4
NC(=O)c1ccc([N+](=O)[O-])cc1SCc1ccccc1	2	i	0	i	2	11	-1	16	-8
COc1cc(CN2C(=O)C(CCc3ccccc3)ON=C2c2cnccn2)cc(OC)c1 (stereo unspecified)	7	i	-2	i	1	22	-5	-4	-3
COc1cccc(CNc2nc3cc(-c4ccccc4CO)sc3c(=O)n2C)c1	8	i	-3	i	5	5	-4	-10	-4
CCOc1ccccc1NC(=O)CSc1ccc([N+](=O)[O-])cc1	-9	i	0	i	-2	16	-4	-5	-6
O=C(COC(=O)c1ccc2c(c1)OCO2)Nc1ccccc1OC(F)F	-3	i	2	i	-1	-4	-8	-6	-1
CN(Cc1ccc(OC(F)F)cc1)C(=O)C1CCN(S(=O)(=O)c2ccc3c(c2)OCCO3)CC1	4	i	-3	i	-6	13	0	9	-2
O=C(NC1CCCC1)C(c1ccc(F)cc1)N(Cc1ccc(Cl)cc1)C(=O)CCl (stereo unspecified)	12	i	-1	i	3	38	7	14	-6
Cc1nnc2nc(-c3ccccc3)nc(-c3ccccc3)n12	9	i	-1	i	-3	12	0	-13	-8
NC(=O)c1ccc(NC(=O)COC(=O)CCC2CCCCC2)cc1	-6	i	1	i	11	1	-4	-4	-4
COc1cccc(NC(=O)c2ccn(C)n2)c1	6	i	3	i	1	-10	-2	-7	0
Cc1ccc(NC(=O)c2ccc3c(c2)[nH]c(=O)n3C(C)C)cc1	-9	i	5	i	7	2	1	-3	-2
Cc1cc(OC(C)C(=O)NC2CC(C)(C)NC(C)(C)C2)c2c(C)cc(=O)oc2c1 (stereo unspecified)	1	·	2	i	3	-7	3	-4	-5
Cc1ccc(NC(=O)c2cc(CC(C)C)nc3ccccc23)cc1	-16	i	0	i	-10	11	-1	-8	-3
CN(CC(=O)Nc1ccc(Cl)c(C(F)(F)F)c1)C(=O)C1CC(=O)N(CCc2ccccc2)C1 (stereo unspecified)	10	i	2	i	1	18	6	-5	-10
COc1ccc(Cc2nnc(NC(=O)C3CC(=O)N(c4ccccc4)C3)s2)cc1OC (stereo unspecified)	-4	i	2	i	7	-6	3	-8	-4
CCOC(=O)/C=C/c1ccccc1S(=O)(=O)NC(C)(C)C	-6	i	1	i	-1	2	-4	14	-5

Among those listed so far, three have a nitro group on carbon.
SMILES	SKN-1 block	Neddylation inh	Rin1 Abl inh	Rpn11 block	MT1-MMP act inh	FAS-TE inh	CSN deneddyl inh	MLLE-PAM2 inh	NadD inh
COc1ccc(/C=C(/NC(=O)c2cccc([N+](=O)[O-])c2)C(=O)O)cc1	1	i	-3	i	4	0	4	-4	-10
NC(=O)c1ccc([N+](=O)[O-])cc1SCc1ccccc1	2	i	0	i	2	11	-1	16	-8
CCOc1ccccc1NC(=O)CSc1ccc([N+](=O)[O-])cc1	-9	i	0	i	-2	16	-4	-5	-6

Going on with the list.
SMILES	SKN-1 block	Neddylation inh	Rin1 Abl inh	Rpn11 block	MT1-MMP act inh	FAS-TE inh	CSN deneddyl inh	MLLE-PAM2 inh	NadD inh
COC(=O)Cn1cc(C(=O)OC)c2ccccc21	13	i	-3	i	5	3	-4	-113	4
COC(=O)C1CC(=O)N(c2ccc(C)cc2)C1 (stereo unspecified)	3	i	4	i	4	-9	2	16	0
Nc1nnc(SCCCC(=O)c2ccccc2)s1	2	i	1	i	9	-16	-4	-14	2
CCc1cccc(C)c1NC(=O)c1ccccc1	5	i	2	i	1	-4	-18	5	3
Cc1ccc(-c2nnc(NC(=O)c3c(F)cccc3Cl)s2)cc1	0	i	3	i	2	-3	1	5	-3
CS(=O)(=O)c1ccc(Cl)c(NC(=O)COC(=O)COc2ccc3c(c2)CCC3)c1	1	i	-1	i	-1	-3	2	-1	-4
O=C(CSC1CN(C(c2ccccc2)c2ccccc2)C1)N/N=C/c1ccccc1	3	i	-2	i	0	28	2	-2	-6
CCCCc1nc2sc3c(SCCN(C)C)ncnc3c2c2c1CCC2	2	i	-147	i	-2	4	7	-27	3
Cc1cccc(OCC(=O)Nc2ccccc2N2CCN(C(=O)C(C)C)CC2)c1C	-2	i	9	i	-6	10	-4	10	5
O=C(O)CCNC(=O)COc1ccc2c3c(c(=O)oc2c1)CCCC3	10	·	4	i	0	-2	-4	-9	-1
COc1ccccc1-n1c(SCC(=O)NC(C)(C)C)nc(O)cc1=O	1	i	5	i	3	0	-1	2	3
CN(CC(=O)Nc1cccc(Cl)c1)S(=O)(=O)c1ccc2c(c1)n(C)c(=O)c(=O)n2C	-17	i	4	i	-4	6	1	-24	5
O=C(NC(NC(=S)N1CCOCC1)C(Cl)(Cl)Cl)c1ccc(Cl)cc1 (stereo unspecified)	6	i	1	i	-6	2	3	-102	-6
CC(=O)N1N=C(c2ccncc2)OC12CCCCC2	8	·	-5	i	-3	1	-2	-6	3
CC(C)(C)NC(=O)C(c1ccccc1)N(C(=O)CNC(=O)c1cccs1)c1cccnc1 (stereo unspecified)	-13	i	2	i	1	0	2	-1	-1
O=C(NCCC(=O)N1CCN(S(=O)(=O)c2ccc(F)cc2)CC1)Nc1ccccc1	-2	i	4	i	0	-5	-2	2	-3
CCCCn1c(=N)n(CCOc2ccc(C)cc2)c2ccccc21	8	i	0	i	-10	-4	-2	0	-5
CC(C)c1ccc(C(=O)OCC(=O)Nc2cccc(S(=O)(=O)NC3=NCCC3)c2)cc1	8	i	-2	i	-2	10	-3	-18	5
Cc1ccc2c(CC(=O)NC3=NCCS3)coc2c1	-6	i	0	i	1	-8	-2	13	-2
O=c1cc(CN2CCCCC2)c2ccccc2o1	-5	i	-1	i	-1	-1	7	-9	-7
COc1ccccc1-c1cc(C(F)(F)F)n2ncc(C(=O)N3CCc4ccccc4C3)c2n1	-4	·	2	i	-7	26	2	5	-8
COc1ccccc1CNc1ccc2nnc(CCNC(=O)c3ccccc3)n2n1	3	i	1	i	0	-2	7	-1	-1
O=C1/C(=C\c2cc(Br)cc(Br)c2O)SC(=S)N1Cc1ccccc1	28	i	1	i	6	23	46*	-49	42*
Cc1ccnc2c1ccc1ccccc12	-1	i	5	i	-3	1	0	8	-4
O=C(CNC(=O)C12CC3CC(CC(C3)C1)C2)NCc1ccccc1	6	i	3	i	5	-4	0	-5	-6
CCC(NS(=O)(=O)c1cnn(CC)c1)c1ccccc1 (stereo unspecified)	5	i	3	i	-1	-1	5	-1	6
CCOc1ccc(CCNC(=O)CS(=O)Cc2nc(-c3ccccc3C)oc2C)cc1OCC (stereo unspecified)	12	i	0	i	0	-1	3	6	0
O=C(NCCc1nc2ccccc2[nH]1)/C(=C/c1ccco1)NC(=O)c1ccc(Br)o1	12	i	-5	i	-2	-9	0	-14	0
Cc1ccc(NC(=O)C2CCN(c3cnccn3)CC2)cc1	4	i	3	i	-3	-5	-3	8	-5
Cc1ccc2cc(CN(Cc3ccco3)C(=O)c3cccs3)c(=O)[nH]c2c1	2	i	1	i	-16	-3	-2	-12	9
COc1cc(O)ccc1C=O	1	i	-1	i	1	-4	0	-6	-2
COc1cccc(C2C(C#N)=C(N)Oc3c2oc(CO)cc3=O)c1OC (stereo unspecified)	8	i	-4	i	5	-3	-1	2	-3
CC1(C(=O)NCc2ccc(C(F)(F)F)cc2)CCN1Cc1ccccc1OC(F)F (stereo unspecified)	0	i	1	i	-3	17	-2	-15	-3
COc1ccc(/C=C2\CCC(C3CCCC3)C2=O)cc1 (stereo unspecified)	17	i	0	i	-7	3	0	13	2
CN(CCc1ccccc1)C(C(=O)c1ccc2c(c1)OCO2)c1nnnn1-c1ccccc1NC(=O)OC(C)(C)C (stereo unspecified)	4	i	·	·	-6	·	3	·	·
COc1ccc(N(CC(=O)N2CCN(C)CC2)S(=O)(=O)c2ccccc2)cc1	14	i	0	i	1	-4	-1	4	-3
Cc1ccc(S(=O)(=O)Cc2ccc(C(=O)N3CCN(Cc4ccccc4)CC3)o2)cc1	11	i	4	i	-4	1	1	19	7
O=C(CS(=O)(=O)Cc1ccccc1)Nc1ccccn1	8	i	0	i	8	-9	2	-6	-4
CCOC(=O)C1=C(C)Nc2sc(C(=O)c3ccc(OC)cc3)c(N)c2C1c1ccc(C(=O)OC)cc1 (stereo unspecified)	7	i	0	i	-15	25	1	4	24
CC/C(C)=N\NC(=O)CNC(=O)c1ccc(Cl)cc1Cl	-8	i	-1	i	3	-8	2	-13	-1
O=C(N=Nc1c(O)[nH]c2ccccc12)c1ccccc1NS(=O)(=O)c1cccs1	2	i	-2	i	2	-9	1	-12	3
Cn1c(C(=O)NCc2ccc3c(c2)OCO3)cc2sccc21	-21	i	2	i	-4	16	7	1	-7
CC(=O)Oc1ccc(-c2ccc(C(=O)OCC(=O)N(C)CC(=O)Nc3ccccc3Cl)cc2)cc1	2	+	0	i	0	8	0	-13	-5
O=[N+]([O-])c1ccc(S(=O)(=O)Nc2ncccn2)cc1	-6	i	6	i	-3	0	-1	-21	3
CCCCOC(=O)c1cc(C)nc2ccc(Br)cc12	7	i	-6	i	-2	15	-4	-7	-5
O=C(c1ccc(-c2cccc(Cl)c2)o1)N1CCN(c2ccc([N+](=O)[O-])cc2)CC1	20	i	1	i	2	12	-5	1	-1
Cc1occc1C(=O)NC1CCCc2ccccc21 (stereo unspecified)	-1	i	-3	i	-3	-6	4	0	1
COc1ccccc1NS(=O)(=O)c1ccc(C(=O)NCc2ccco2)cc1	1	i	-1	i	2	2	-1	-3	-3
CC(=O)c1csc(-c2ccccc2)n1	10	i	-5	i	-6	-6	7	12	-3
CC(C(=O)N1CCCCCC1)N(c1ccc(Cl)cc1)S(C)(=O)=O (stereo unspecified)	14	i	3	i	0	-4	-3	5	9
COc1ccc(NC(=O)CN(C)C(=O)CNC(=O)c2ccc3c(c2)OCO3)cc1	-18	i	2	i	3	-8	-7	-4	-7
O=C(c1ccccc1)N1CCN(CC(O)Cn2ccc3ccccc32)CC1 (stereo unspecified)	0	i	0	i	·	-1	4	-7	7
CCC(CC)NC(=O)COn1nnc2ccc(S(=O)(=O)N3CCOCC3)cc21	-6	i	-4	i	4	-4	-5	-6	-2
CC(=O)c1sc(NC(=O)CCc2ccccc2)nc1C	12	i	-3	i	0	0	2	4	-9
C[n+]1ccccc1Nc1cc([N+](=O)[O-])ccc1N	0	i	-4	i	-1	-4	2	-120	7
CCOC(=O)C1=C(C)NC(C)=C(C(=O)OCC)C1C(=O)OCC(=O)NCc1ccc(F)cc1	1	+	2	i	-7	3	3	4	-4
C=CCc1cccc2cc(NC(C)=O)c(=O)oc12	18	i	-5	i	-7	0	5	-2	1

Compound activity: PubChem, several laboratories
